Source: PubChem BioAssay (several laboratories)
STAT3 inh: reduces IL-6 driven STAT3 reporter signal. actives 0.89% (n = 190,000). inhibition, % at 5.5 µM. U3A cells, IL-6 STAT3-luciferase reporter, luminescence; host cell line lacks STAT1;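 active means inhibition above the mean inhibition across all screened compounds plus 3 SD, cut at about 44% in these data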;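 further: 0% = DMSO only wells and 100% = 100 µM nifuroxazide control wells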
Redox H2O2 prof: compounds producing H2O2 with reducing agent – biochemical, NIH compound library profiling, artefact control for MLSCN library redox annotation, primary screen; activation, % at 10 µM; actives 0.03% (n = 200,000); DTT-dependent redox cycling H2O2, phenol red/HRP absorbance; 100% = 100 µM peroxide control, 0% = buffer;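 active means activation of at least 50% relative to the plate's high and low controls in the primary single-dose screen; inactive means activation below 50%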;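 further: compound incubated with DTT at 0.8 mM final as the reducing agent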
APP 5'UTR act: APP 5'UTR luciferase reporter activation; actives 1% (n = 190,000); AID 1276; activation, % at 2 µM; SH-SY5Y APP 5'UTR luciferase reporter, luminescence; zero percent = DMSO vehicle wells;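 active means activation above a set limit, based on mean plus 3 SD of controls, cut at about 140% in these data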; further: values of inactives mirror those of a sister screen read the other way
STAT1 act: activators of IFN-gamma induced STAT1 signaling; actives 2.6% (n = 200,000); activation (% of control), % at 5.5 µM; AID 932; NIH 3T3 STAT1-luciferase reporter, luminescence; 100% = IFN-gamma alone, no compound;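 active means activation above the screen-wide mean activation plus 3 SD, cut at about 130% in these data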;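 further: raw ratio to IFN-gamma control signal so 100% means no change and 0% no light; values of inactives mirror those of a sister screen read the other way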
STAT3 activator: STAT3 signaling activation; U3A cells, IL-6 STAT3-luciferase reporter, luminescence; 100% = signal with IL-6 EC80 alone; activation (% of control), % at 5.6 µM; actives 0.91% (n = 190,000);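 active means activation above the screen-wide mean of compound activation plus 3 SD, cut at about 130% in these data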;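 further: 0% = background luminescence of wells with medium and substrate only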
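Test system: STAT3-luciferase reporter U3A cells; Detection: reporter luminescence signal; Times: 1 h compound pre-exposure, 6 h IL-6 stimulation, 37 °C; Benchmarks: IL-6-only high control; Also added: IL-6 stimulus at 33 ng/mL final.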
TLR4 MyD88 comp: blocks binding of human TLR4 to MyD88 | O00206+Q99836 | inhibition, % at 8.4 µM | actives 0.18% (n = 200,000) | HeLa CL3-4 TLR4/MyD88 BLA complementation, FRET ratio | AID 861; in the data active means inhibition above about 25%;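 further: 0% = vehicle and 100% = reference inhibitor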
Target sequence (O00206 whole entry, looked up): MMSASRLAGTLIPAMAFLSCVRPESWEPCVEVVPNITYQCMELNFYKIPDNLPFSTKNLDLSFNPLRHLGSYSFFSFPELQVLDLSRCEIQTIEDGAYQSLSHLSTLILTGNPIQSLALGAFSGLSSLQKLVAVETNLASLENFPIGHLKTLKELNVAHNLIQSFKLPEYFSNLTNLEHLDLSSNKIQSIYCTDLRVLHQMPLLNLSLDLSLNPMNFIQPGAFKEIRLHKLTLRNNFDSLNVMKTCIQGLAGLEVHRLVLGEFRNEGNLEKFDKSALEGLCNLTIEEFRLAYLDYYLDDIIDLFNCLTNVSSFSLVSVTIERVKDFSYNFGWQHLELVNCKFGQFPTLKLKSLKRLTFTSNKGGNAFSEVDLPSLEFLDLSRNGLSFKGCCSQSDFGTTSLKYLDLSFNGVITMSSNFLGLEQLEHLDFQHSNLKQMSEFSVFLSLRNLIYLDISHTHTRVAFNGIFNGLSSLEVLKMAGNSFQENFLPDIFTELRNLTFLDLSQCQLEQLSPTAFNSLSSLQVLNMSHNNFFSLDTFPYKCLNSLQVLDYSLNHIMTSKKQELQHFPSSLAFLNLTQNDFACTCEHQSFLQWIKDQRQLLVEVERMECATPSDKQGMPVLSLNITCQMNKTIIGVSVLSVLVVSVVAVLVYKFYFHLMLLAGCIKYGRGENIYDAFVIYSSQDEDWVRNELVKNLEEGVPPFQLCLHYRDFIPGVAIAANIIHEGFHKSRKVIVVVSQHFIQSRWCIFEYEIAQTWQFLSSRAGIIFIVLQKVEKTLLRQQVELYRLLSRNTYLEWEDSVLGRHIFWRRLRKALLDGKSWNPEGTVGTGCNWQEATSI
Target sequence (Q99836 whole entry, looked up): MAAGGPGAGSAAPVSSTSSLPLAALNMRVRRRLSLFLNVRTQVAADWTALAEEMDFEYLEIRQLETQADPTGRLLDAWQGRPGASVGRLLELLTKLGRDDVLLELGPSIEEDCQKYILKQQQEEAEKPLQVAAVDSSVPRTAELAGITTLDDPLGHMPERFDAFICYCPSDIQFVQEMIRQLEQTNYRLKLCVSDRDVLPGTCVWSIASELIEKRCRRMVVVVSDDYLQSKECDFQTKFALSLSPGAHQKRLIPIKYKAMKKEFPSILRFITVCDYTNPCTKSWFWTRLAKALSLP
Efa HMGR inh: blocks class II HMG-CoA reductase of Enterococcus faecalis. purified E. faecalis HMGR, NADPH absorbance 340 nm kinetic. inhibition, % at 10 µM. actives 0.41% (n = 190,000). AID 1066;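 active means inhibition above a set limit, the median over all tested compounds plus 3 SD, cut at about 9.5% in these data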;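 further: enzyme runs in reverse so mevalonate oxidation gives rising NADPH absorbance; 0% = complete reaction with DMSO and 100% = background rate lacking mevalonate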
NF-kB expr up: raises NF-kB expression in human neuronal cells; fold change at 12.5 µM; actives 1.6% (n = 190,000); NF-kB reporter expression; hits give high values; in the data active means fold change above about 3.3
STAT1 inh: reduces IFN-gamma driven STAT1 reporter signal; NIH 3T3 STAT1-luciferase reporter, luminescence; AID 920; actives 0.35% (n = 200,000); inhibition, % at 5.5 µM;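 active means inhibition above a set limit, the mean inhibition across all tested compounds plus 3 SD, cut at about 34% in these data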;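 further: 0% = IFN-gamma with DMSO and 100% = IFN-gamma with 300 µM nifuroxazide; values of inactives mirror those of a sister screen read the other way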
Hsp70 act: switches on Hsp70 transcription | AID 1203 | HeLa Hsp70 promoter luciferase reporter, luminescence; scaled: vehicle 0, proteasome-inhibitor control 100% | actives 0.04% (n = 200,000) | activation, % at 10 µM;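 active means activation above the mean across all tested compounds plus 3 SD, cutoff set per campaign, cut at about 5.5% in these data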;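 further: 100% = MG132 at 30 µM as the positive control and 0% = DMSO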
* marks the source's active call; other numbers are inactive results; . = no result given; & = joins results of further samples. Hits appear at their usual frequency. About 5.6% of those tested had a hit in this group.

The opening 5 compounds, to show the layout:
SMILES	STAT3 inh	Redox H2O2 prof	APP 5'UTR act	STAT1 act	STAT3 activator	TLR4 MyD88 comp	Efa HMGR inh	NF-kB expr up	STAT1 inh	Hsp70 act
COc1ccc(C2C=C(c3cccs3)Nc3nc(CCCO)nn32)cc1 (stereo not drawn)	25	7.6	-13	93	80	32*	0	0.41	7	0.1
Cc1cc(/C=N/O)c(C)n1-c1ccc(Br)cc1	3	0.1	0	106	99	-11	-5	0.79	-7	-0.6
Cc1nc(SCc2ccccc2)c2ccsc2n1	18	-1.8	-17	99	87	-5	-4	1.4	1	0.0
Cc1ccccc1OCC(=O)NCC(=O)OCC(=O)c1ccc2ccccc2c1	4	-1.0	15	99	102	-7	-8	1.2	1	0.5
CN(C)CC(=O)Nc1nc(-c2ccccc2)cs1	13	0.2	-5	105	94	4	-3	1.4	-5	0.0

All compounds of this part, previewed entries included:
SMILES	STAT3 inh	Redox H2O2 prof	APP 5'UTR act	STAT1 act	STAT3 activator	TLR4 MyD88 comp	Efa HMGR inh	NF-kB expr up	STAT1 inh	Hsp70 act
COc1ccc(C2C=C(c3cccs3)Nc3nc(CCCO)nn32)cc1 (stereo not drawn)	25	7.6	-13	93	80	32*	0	0.41	7	0.1
Cc1cc(/C=N/O)c(C)n1-c1ccc(Br)cc1	3	0.1	0	106	99	-11	-5	0.79	-7	-0.6
Cc1nc(SCc2ccccc2)c2ccsc2n1	18	-1.8	-17	99	87	-5	-4	1.4	1	0.0
Cc1ccccc1OCC(=O)NCC(=O)OCC(=O)c1ccc2ccccc2c1	4	-1.0	15	99	102	-7	-8	1.2	1	0.5
CN(C)CC(=O)Nc1nc(-c2ccccc2)cs1	13	0.2	-5	105	94	4	-3	1.4	-5	0.0
COc1cccc(CNC(=O)N[C@@H](CC(C)C)C(=O)O)c1	-1	2.8	-13	92	101	-1	1	1	9	-0.3
Cc1ccccc1C(=O)NC(=S)Nc1cccc(NC(=O)C(C)C)c1	10	-0.8	6	101	95	-4	0	1.2	-3	-0.3
O=C(/C=C/c1cccc([N+](=O)[O-])c1)NCc1cccnc1	1	1.0	10	96	100	-17	-5	1.1	4	-0.3
CC1(C)C(O)=C(c2nc3ccccc3[nH]2)C(=N)N1c1ccccc1	-1	-7.5	25	98	103	7	1	1.6	2	-0.5
COc1ccc(S(=O)(=O)Nc2ccc3c(c2)OCO3)cc1C(=O)O	-3	0.1	-5	98	107	1	2	1	2	-0.3
CC(=O)c1c(C(C)=O)c(C)n(-c2ccc(C)c(NC(=O)c3ccccc3Cl)c2)c1C	0	1.4	11	87	100	-3	-4	0.85	14	-0.6
CCN(CC(=O)NC1CCS(=O)(=O)C1)C(=O)/C=C/c1cccs1 (stereo not drawn)	19	-0.8	9	100	90	-6	-3	0.95	0	-0.2
C1=C2C[N+]3(CCCC3)CC2Cc2ccc3ccccc3c21 (stereo not drawn)	-2	0.1	-12	99	103	4	-1	1	-1	-0.4
Cc1c(C(N)=O)sc2ncn(CC(=O)NCCc3ccccc3)c(=O)c12	-11	5.1	4	107	114	6	-5	1.1	-9	0.1
CCOC(=O)c1sc2nc(C(C)C)c3c(c2c1N)CC(C)(C)OC3	24	0.2	3	97	84	5	0	0.65	3	0.3
CC1(C)Cc2c(cnn2-c2ccccc2)C(=O)/C1=N\NC(=O)c1ccncc1	14	0.1	-8	98	91	-9	.	.	3	-0.2
CCCCCOc1ccc(NC(=O)C(=O)NCC2CCCN2CC)cc1 (stereo not drawn)	5	-0.6	9	103	101	7	3	0.95	-5	-0.5
CCOC(=O)N1CCN(S(=O)(=O)c2ccc3[nH]c(=O)sc3c2)CC1	6	-2.9	9	90	100	14	-7	1.1	12	-0.2
CCn1ncc(C2=NOC(C(=O)Nc3cccc(O)c3)C2)c1C (stereo not drawn)	4	-0.4	3	101	103	9	0	0.98	-2	-0.2
COc1ccc(C(=O)N/N=C(\C)c2ccc3c(c2)C2C=CCC2C(c2ccccc2)N3)cc1 (stereo not drawn)	-10	0.1	8	105	107	-8	-6	0.84	-5	-0.1
O=c1cc2c(nn1Cc1cccc([N+](=O)[O-])c1)-c1ccccc1CC2	5	-1.9	1	98	99	-6	-6	1.4	0	-0.2
Cc1cc(=O)c2c(o1)CC(C)(C)CC2=O	8	0.0	6	89	97	-6	2	0.81	11	-0.2
C/C(Cc1ccccc1)=N\NC(=O)CNC(=O)c1ccc(Br)cc1	0	-0.2	3	109	100	9	-2	1.2	-10	-0.3
O=C1CCCN1c1ccc(S(=O)(=O)N2CCCCC2)cc1[N+](=O)[O-]	1	-0.5	-4	101	101	9	-1	0.99	-3	-0.1
CCOC(=O)C1NC(=O)CC1c1ccccc1 (stereo not drawn)	2	1.3	6	95	102	-2	-6	1.3	5	0.1
CCOC(=O)c1c(C)nc2ccc(Cl)cc2c1-c1ccccc1	-11	0.1	16	104	107	-9	2	0.87	-4	-0.2
Cc1ccc(Oc2cnc3ccccc3n2)cc1	21	-2.8	55	128	86	1	-5	1.8	-31	-0.1
CCN(CC)S(=O)(=O)c1cc(NS(=O)(=O)c2cccc(C(=O)O)c2)ccc1C	4	-2.0	-2	94	99	4	-5	1.2	6	-0.2
CCC(C)NCCOCCOc1ccc(C)cc1OC (stereo not drawn)	-2	-0.4	-13	91	100	9	-6	1.3	9	-0.2
COCCOC(=O)c1[nH]c2c(c1C)C(=O)CC(c1ccccc1)C2 (stereo not drawn)	-8	0.8	-92	113	110	7	-6	3.8*	-14	0.0
Cn1c(=O)c(C(=O)NC2CCCCCCC2)c(O)c2ccccc21	19	-1.0	0	95	89	1	-5	1.4	6	-0.3
CN1CCN(c2nc(Nc3ccc(O)cc3)nc3ccccc23)CC1	13	-0.7	19	98	98	4	-1	1.3	2	0.0
CCCC(C)c1nnc(NC(=O)CN2C(=O)c3ccccc3C2=O)s1 (stereo not drawn)	9	0.3	2	102	96	6	9	0.97	-5	0.3
CCCCSc1nnc(-c2ccc(NC(C)=O)cc2)n1C	6	0.0	-5	103	91	6	-3	1.1	-3	-0.3
CCOC(=O)COc1ccc2c(c1)c(C(=O)OCC)c(C)n2CC	-1	3.3	-3	102	104	-2	-3	0.94	-3	-0.4
O=C(O)c1cccc(-c2ccc(/C=N/Nc3nn[nH]n3)o2)c1	-7	-0.6	11	97	107	-4	-3	1	2	-0.2

Random excerpt: 5 compounds from above.
SMILES	STAT3 inh	Redox H2O2 prof	APP 5'UTR act	STAT1 act	STAT3 activator	TLR4 MyD88 comp	Efa HMGR inh	NF-kB expr up	STAT1 inh	Hsp70 act
CCN(CC)S(=O)(=O)c1cc(NS(=O)(=O)c2cccc(C(=O)O)c2)ccc1C	4	-2.0	-2	94	99	4	-5	1.2	6	-0.2
CCOC(=O)c1c(C)nc2ccc(Cl)cc2c1-c1ccccc1	-11	0.1	16	104	107	-9	2	0.87	-4	-0.2
Cn1c(=O)c(C(=O)NC2CCCCCCC2)c(O)c2ccccc21	19	-1.0	0	95	89	1	-5	1.4	6	-0.3
Cc1ccc(Oc2cnc3ccccc3n2)cc1	21	-2.8	55	128	86	1	-5	1.8	-31	-0.1
CCOC(=O)C1NC(=O)CC1c1ccccc1 (stereo not drawn)	2	1.3	6	95	102	-2	-6	1.3	5	0.1

More structures:
SMILES	STAT3 inh	Redox H2O2 prof	APP 5'UTR act	STAT1 act	STAT3 activator	TLR4 MyD88 comp	Efa HMGR inh	NF-kB expr up	STAT1 inh	Hsp70 act
COc1cccc(C(=O)NCc2ccc3[nH]c(C)cc3c2)c1	-8	-0.3	3	102	108	4	2	0.93	-4	-0.5
Cc1ccc([N+](=O)[O-])cc1NC(=O)CN1CCCCC1	-26	1.5	6	104	121	1	-2	1.2	-4	-0.4
COc1ccccc1-c1ccc(SCc2ccccc2)nn1	12	-0.4	35	119	94	-2	1	1.9	-20	0.2
Cc1c(OCC(F)(F)F)ccnc1CS(=O)c1nc2ccccc2[nH]1 (stereo not drawn)	6	0.7	31	111	97	-5	-2&5	1.5	-12	-0.2&-0.1
O=C(Nc1ccccc1C(F)(F)F)C1CC(=O)N(c2ccccc2F)C1 (stereo not drawn)	-10	0.3	7	102	113	12	-1	1	-3	-0.3
COCc1nnc(NC(=O)c2ccc(Cl)cc2[N+](=O)[O-])s1	-6	0.1	15	113	103	-22	4	1.1	-15	0.0
O=c1ccc(C(F)(F)F)cn1Cc1cc(=O)n2cc(Br)ccc2n1	4	-0.5	27	98	97	6	-12	1.1	3	-0.4
CC(=O)c1sc(NC(=O)CCOc2ccccc2)nc1C	13	0.7	6	108	93	-11	-5	1.7	-9	0.0
Cc1c(C(=O)OCC(=O)NCC2CCCO2)cccc1[N+](=O)[O-] (stereo not drawn)	4	0.4	3	102	103	5	-11	0.99	-3	-0.1
CCOc1ccc(C(=O)Nn2cnnc2)cc1	3	0.3	-9	101	103	4	1	1.2	0	-0.3
COc1ccc(N(CC(=O)NCCSc2ccccc2)S(C)(=O)=O)cc1	0	-0.2	13	99	102	0	-5	1	-1	-0.3
COc1ccc(Cl)cc1NC(=O)c1oc(C)nc1C	-72	0.8	-3	93	162*	5	-1	0.84	8	-0.2
Cn1c(=O)c2c(SCC(=O)Nc3ccc4c(c3)OCCO4)nc(CC(C)(C)C)nc2n(C)c1=O	9	-1.1	-9	97	100	-2	-6	0.49	4	-0.1
COc1ccc(NC(=O)c2cc(Cl)ccc2NC(=O)c2ccco2)c(OC)c1	10	-0.2	-12	100	91	-4	0	0.9	-2	-0.2
Cc1nc2ccccc2c2c1C(=O)N(c1cccc(C(=O)O)c1)C2=O	-6	0.3	17	97	109	-7	0	1.1	0	-0.2
CCN(CC)S(=O)(=O)c1ccc(N=Cc2c(C)c(C#N)c(=O)n(C)c2O)cc1	6	0.5	2	93	91	-1	-5	1.2	7	-0.4
